Screening results as filed in PubChem.
IL2 activator: IL-2 activation. activation, % (series mostly up to about 46 µM). 0.065% of 360,000 active. IL-2 activation reporter assay, cell-based qHTS; stimulated with anti-CD3/CD4/CD28 beads; in transgenic mouse T cells; in the data active = activation above about 50%; inconclusive = mostly about 30% to 49%; also: 0% is about no effect
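Screening format: compound pinned onto unstimulated transgenic mouse T cells, 60 min incubation, then anti-CD3/anti-CD4/anti-CD28 bead stimulation for 18 hours at 37 degrees C, followed by EGFP and DsRed detection.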
HEK293 tox: cytotoxic in the GLP-1 receptor inverse agonist counter-screen | AID 624418 | HEK293 cAMP-luciferase reporter cells, luminescence, 24 h | Potency, µM (titrated, usually from 38.3 µM), for the others: top-dose activity change, negative = inhibition, hits mostly inhibitors | 0.13% of 410,000 active;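 also: loss of luciferase light is scored as toxicity; potency is read from the fitted curve at half-maximal effect; % is scaled to controls: 0 for no effect and ±100 for the full control effect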
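Here, cytotoxicity is scored as loss of luminescence. The MLSMR collection was tested on cells seeded in medium containing 10% Nu serum, with a 24 hr compound exposure preceded by 12 hours of culture.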
DRD3 antagonist: blocks the human D3 dopamine receptor; P35462; D3R cells, DiscoveRx beta-arrestin luminescence, antagonist mode; active compounds read low; max response, negative = inhibition, %; 2.5% of 360,000 active; in the data active = max response below about -50%; inconclusive = no clear call, values can overlap the other calls; also: % is scaled to controls: 0 for no effect and ±100 for the full control effect; mostly tested at two doses, the higher about 12 µM
Target sequence (P35462 whole entry, looked up): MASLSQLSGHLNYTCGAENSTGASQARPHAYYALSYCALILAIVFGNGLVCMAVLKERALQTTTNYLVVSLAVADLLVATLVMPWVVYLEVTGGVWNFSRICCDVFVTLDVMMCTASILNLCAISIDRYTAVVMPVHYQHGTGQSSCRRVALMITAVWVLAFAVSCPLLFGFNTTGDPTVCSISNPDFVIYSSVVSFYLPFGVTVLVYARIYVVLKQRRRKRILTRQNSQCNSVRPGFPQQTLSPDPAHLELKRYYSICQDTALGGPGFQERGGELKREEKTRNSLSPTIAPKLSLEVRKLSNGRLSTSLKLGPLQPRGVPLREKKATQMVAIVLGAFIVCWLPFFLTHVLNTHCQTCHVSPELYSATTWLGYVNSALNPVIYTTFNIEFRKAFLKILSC
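Cells expressing the human receptor were seeded at 1500 cells/well, incubated overnight at 37 degrees C in 5% CO2, then exposed to library compounds with dopamine controls for 90 minutes at 37 degrees C before luminescent detection.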
GLP1R ag: GLP-1 receptor (human) agonism; HEK293 GLP-1R CRE-luciferase, luminescence, 4-6 h; cells express a hypersensitive GLP-1R form; Potency, µM (top dose mostly 45.6 µM), for the others: at the top dose activation, actives largely listed as activators; 0.007% of 380,000 active; also: potency is read from the fitted curve at half-maximal effect; % of control where 0% means no effect
PLK1 PBD inh: PLK1 (human) polo-box domain binding inhibition; Plk1 PBD binding of FITC phosphopeptide, fluorescence polarization; Potency, µM, without a hit: max response, negative = inhibition, usual class: inhibitors; 2.8% of 360,000 active; AID 720504; also: potency is read from the fitted curve at half-maximal effect; series mostly up to about 57 µM; % is scaled to controls: 0 for no effect and ±100 for the full control effect; nearly all actives have a fitted effect of over 65% in size
Target sequence (P53350 whole entry, looked up, the tested form may be a part): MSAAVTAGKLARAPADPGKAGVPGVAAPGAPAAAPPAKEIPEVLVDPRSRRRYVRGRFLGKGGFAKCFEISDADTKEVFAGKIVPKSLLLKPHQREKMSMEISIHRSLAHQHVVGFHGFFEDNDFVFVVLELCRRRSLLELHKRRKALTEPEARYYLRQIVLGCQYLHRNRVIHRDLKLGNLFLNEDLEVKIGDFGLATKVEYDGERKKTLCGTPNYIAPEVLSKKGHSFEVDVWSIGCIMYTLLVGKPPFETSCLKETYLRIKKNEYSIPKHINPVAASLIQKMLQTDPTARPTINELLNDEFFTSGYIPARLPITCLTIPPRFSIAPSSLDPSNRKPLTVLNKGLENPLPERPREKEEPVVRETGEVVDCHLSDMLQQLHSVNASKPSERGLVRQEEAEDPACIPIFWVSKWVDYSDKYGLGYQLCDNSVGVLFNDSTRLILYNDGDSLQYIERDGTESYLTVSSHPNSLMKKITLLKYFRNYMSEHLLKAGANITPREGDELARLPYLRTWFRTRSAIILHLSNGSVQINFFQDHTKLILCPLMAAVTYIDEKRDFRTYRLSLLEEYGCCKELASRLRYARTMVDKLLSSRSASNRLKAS
GLP-1R inv ag: inverse agonists of human GLP-1 receptor; P43220; HEK293 GLP-1R CRE-luciferase, luminescence, 24 h; GLP-1R form is constitutively active; Potency, µM (doses to about 38.3 µM), for the others: at the top dose activity change, negative = inhibition, usual class: inhibitors; 1.6% of 410,000 active; AID 624417; also: potency is read from the fitted curve at half-maximal effect; % is scaled to controls: 0 for no effect and ±100 for the full control effect; nearly all actives have a fitted effect of over 55% in size
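HEK293 cells stably co-expressing constitutively active GLP-1R and a cAMP-responsive luciferase reporter were seeded in DMEM with 10% Nu serum, given compounds after 12 h, and incubated 24 h at 37 deg C. Luminescence was then read.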
WRN inhibitor: inhibitors of human WRN helicase. WRN helicase unwinding, fluorescent forked duplex, kinetic. Potency, µM (top dose mostly 114 µM), without a hit: top-dose activity change, negative = inhibition, actives largely listed as inhibitors. 0.46% of 360,000 active. AID 651768; also: potency is read from the fitted curve at half-maximal effect; % is scaled to controls: 0 for no effect and ±100 for the full control effect; nearly all actives have a fitted effect of over 55% in size
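Kinetic fluorescence helicase assay: unwinding of a quenched forked DNA duplex (100 nM final) with 2 mM ATP final raises red fluorescence (525/598 nm). Compounds sat 15 min at room temperature with 20 nM WRN beforehand.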
D3 ag: D3 dopamine receptor (human) agonism. P35462. AID 652048. 0.58% of 410,000 active. D3R DiscoveRx beta-arrestin cells, luminescence, 90 min. max activation, %; in the data active = max activation above about 30%; also: 0% is about no effect; mostly tested at two doses, the higher about 12 µM
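Cells at 1500/well, incubated overnight, then treated with pinned compounds (dopamine as control) for 90 min at 37 degrees C. DiscoveRx reagent added for 30 - 60 minutes at room temperature; luminescence read.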
PI5P4K alpha inh: inhibitors of human PI5P4K alpha. P48426. PI5P4Kalpha enzyme, ADP-Glo luminescence, 60 min; active compounds read low. max response, %. 1.2% of 330,000 active. AID 652105; active = max response of -50% or lower; inconclusive = between -30% and -50%; inactive = -30% or higher; also: value at the top dose of about 77 µM; % is scaled to controls: 0 for no effect and ±100 for the full control effect
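Compounds were pin-transferred onto PI5P4Kalpha and substrate in HEPES pH 7.4 buffer with EGTA, CHAPS and 5% DMSO. ATP (5 microM final) started the reaction, which ran 60 minutes at room temperature before ADP-Glo detection.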
* marks the source's active call; other numbers are inactive results; ? = inconclusive; . = not tested or not shown; [ ] = another dose, or the depositor's remark. Unless noted, calls follow the shape of the dose curve; as a rule, active = well fitted curve in the direction sought with a large enough effect; inconclusive = small, poorly fitted or top-dose-only effect, or another doubt; inactive = no such curve, though single readings can be large; an effect the other way counts as inactive or inconclusive.

SMILES | IL2 activator | HEK293 tox | DRD3 antagonist | GLP1R ag | PLK1 PBD inh | GLP-1R inv ag | WRN inhibitor | D3 ag | PI5P4K alpha inh
CCCCN(C(=O)CCC(=O)Nc1cc(C)on1)C(C(=O)NC1CCCC1)c1ccccc1OCC (stereo unspecified) | 0.8 | -16.0% | -10.4 | 6.6% | 2.6% | -27.3% | 1.5% | -8.3 | 5.3
O=C(O)CC(c1ccc(F)cc1F)N1Cc2ccccc2C1=O (stereo unspecified) | -0.3 | 3.4% | 11.0 | -0.2% | -0.6% | 4.6% | 4.6% | 2.0 | -4.5
CC(C)C(NC(=O)OCc1ccccc1)C(=O)N1CCOCCOCCOCC1 (stereo unspecified) | -0.4 | -1.8% | -0.8 | 8.4% | -3.3% | -3.9% | 5.8% | 8.5 | -6.3
CCCN(c1ccccc1F)S(=O)(=O)c1c[nH]c(C(=O)OC)c1 | -3.5 | -14.0% | 2.0 | 11.0% | 1.3% | ? | -1.5% | 7.4 | -0.9
CCC(=O)NCC(c1cccs1)S(=O)(=O)c1ccc(C)cc1 (stereo unspecified) | -2.1 | 2.3% | -1.0 | -2.6% | -9.8% | 21.1% | 7.5% | -1.0 | -0.7
CCCCN1CC(N2CCN(CCN(C)C)CC2)CS1(=O)=O (stereo unspecified) | 1.5 | 2.5% | -24.3 | -5.0% | -2.4% | -4.7% | 2.6% | 0.3 | 6.1
CN(C)c1ccc(/C=N/n2c(-c3cccnc3)n[nH]c2=S)cc1 | 2.4 | 9.2% | -18.0 | 0.4% | -4.0% | 14.3% | -3.8% | 3.1 | 3.9
O=C(Nc1ccc(F)cc1)NC1CCCCCCC1 | -2.5 | -4.5% | 4.6 | -1.4% | 3.0% | ? | -6.3% | -5.1 | 7.6
CN(c1ccccc1C(=O)O)S(C)(=O)=O | -0.5 | 1.7% | 8.1 | -10.8% | -2.4% | 4.5% | 7.0% | 1.8 | 1.2
Cc1ccc(S(=O)(=O)N2CC=C(C(=O)NCc3ccccc3)CC2)cc1 | -2.3 | 3.4% | 6.7 | 14.6% | ? | -15.8% | 0.3% | -4.9 | -8.7
CCCN(CCC)C(=O)Cn1c(=O)n(CCCCC(=O)NCc2ccco2)c(=O)c2ccccc21 | 0.8 | -8.1% | 12.8 | -2.7% | -6.3% | 1.1% | -9.7% | 1.1 | -3.8
Cc1ccc2c(ccc[n+]2CC(=O)c2ccccc2)c1 | 1.6 | -5.4% | -2.0 | 0.8% | -8.4% | -26.2% | -8.9% | 4.6 | 4.4
COc1ccc(C(=O)N/C(=C\c2cn(C)c3ccccc23)C(=O)NCCCn2ccnc2)cc1OC | 1.3 | -3.8% | 5.7 | -4.0% | -2.8% | -12.8% | -7.9% | 14.9 | -1.6
Cc1cc(Sc2nccn2C)ncc1[N+](=O)[O-] | 0.0 | 12.1% | -5.9 | -1.6% | -13.0% | -1.6% | -2.4% | -8.6 | 0.4
O=C(NCCOc1cccnc1)C1CCC(=O)N(Cc2ccccc2F)C1 (stereo unspecified) | 3.0 | -3.4% | -22.7 | -0.5% | -17.8% | 6.1% | 8.3% | -10.4 | -2.2
Cc1ccc(Cc2cc(C)n[nH]c2=O)cc1 | 0.0 | 19.2% | 13.0 | 10.4% | 5.1% | 4.6% | -20.2% | 1.9 | -8.0
O=C(COC(=O)c1ccc(Cl)nc1)Nc1ccc(N2CCOCC2)cc1 | 0.6 | -12.1% | -5.7 | -0.4% | -9.6% | -1.8% | -13.2% | -11.9 | -4.7
COCCCn1c(Cc2csc(Nc3cccc(Cl)c3)n2)nnc1SCC(=O)OC1CCCCC1 | -0.4 | -28.8% | 5.5 | -5.6% | ? | ? | -33.8% | 3.5 | ?
COc1cc(C(=S)N2CCOCC2)ccc1OC(=O)c1cc([N+](=O)[O-])c(C)c([N+](=O)[O-])c1 | 1.4 | -5.2% | -3.0 | -15.1% | -28.4% | 21.8% | -25.4% | 2.6 | -9.8
Cc1nn2c(=O)cc(COc3ccc(/C=C(\C#N)C(=O)Nc4ccccc4C)cc3)nc2s1 | . | 3.5% | . | 1.5% | . | -3.8% | . | -8.8 | .

Single records, from the list above. Order of values: IL2 activator	HEK293 tox	DRD3 antagonist	GLP1R ag	PLK1 PBD inh	GLP-1R inv ag	WRN inhibitor	D3 ag	PI5P4K alpha inh
`COc1ccc(C(=O)N/C(=C\c2cn(C)c3ccccc23)C(=O)NCCCn2ccnc2)cc1OC` as listed: 1.3	-3.8%	5.7	-4.0%	-2.8%	-12.8%	-7.9%	14.9	-1.6
`Cc1ccc(Cc2cc(C)n[nH]c2=O)cc1` as listed: 0.0	19.2%	13.0	10.4%	5.1%	4.6%	-20.2%	1.9	-8.0

The list goes on.
SMILES | IL2 activator | HEK293 tox | DRD3 antagonist | GLP1R ag | PLK1 PBD inh | GLP-1R inv ag | WRN inhibitor | D3 ag | PI5P4K alpha inh
CCSCCOC(=O)C1=C(C)NC(=O)NC1c1cc(OC)ccc1OC (stereo unspecified) | -3.5 | -12.8% | 8.5 | -0.7% | -9.6% | -3.6% | 4.6% | 0.5 | 1.9
CCOC(=O)c1c(NC(=O)/C=C/C(=O)O)sc(C)c1-c1ccc(C)c(C)c1 | 2.0 | ? | -0.6 | -2.0% | ? | ? | -6.4% | 0.6 | ?
COc1ccc(N2C(=O)CC(N3CCN(c4ccccc4F)CC3)C2=O)cc1 (stereo unspecified) | -0.6 | 4.2% | -65.5* | -3.1% | 1.5% | 0.5% | -5.0% | 4.4 | .
COCCn1c(C)nnc1SCC(=O)Nc1ccccc1[N+](=O)[O-] | 0.5 | -12.0% | 2.7 | 0.0% | -1.7% | 10.5% | 7.0% | -16.9 | -0.2
Cc1ccc(-c2noc(C3CCCN(C(=O)c4ccc(F)cc4F)C3)n2)cc1 (stereo unspecified) | 1.5 | 2.2% | 37.4 | 1.9% | -5.2% | ? | 1.5% | -7.1 | .
O=C(O)c1cc2n(n1)C(C(F)(F)F)CC(C1CC1)N2 (stereo unspecified) | -2.0 | -9.3% | 5.6 | -4.1% | 23.8µM* | -3.2% | 9.8% | 6.2 | -17.0
COc1ccc(NC(=O)CN(C)C(=O)c2cccc(Oc3ccccc3)c2)cc1 | -0.4 | -3.7% | -2.3 | 3.1% | -13.3% | ? | 0.8% | -3.5 | -1.0
Cc1nn(C(=O)c2ccco2)c(C)c1Sc1ccc(Cl)cc1 | -1.7 | -5.3% | -19.8 | 9.8% | -11.7% | 5.2% | 6.2% | -3.0 | 20.1
COc1cc(C(=O)N[C@H](C(=O)OCC(=O)NC2CCCCCC2)C(C)C)cc(OC)c1OC | 3.6 | 4.0% | 6.1 | 14.6% | 3.8% | 12.4% | -4.8% | 5.2 | -1.4
COc1ccc(/C(C)=N/NC(=O)CNC(=O)c2ccncc2)cc1 | -1.5 | -2.8% | -15.3 | -0.8% | -7.7% | 14.4% | 4.3% | 22.7 | -0.3
COc1ccc(S(=O)(=O)Nc2ccc(S(=O)(=O)N3CCCCC3)cc2)cc1C | -0.1 | 0.1% | -7.3 | -12.6% | -9.1% | 0.0% | 2.4% | -19.6 | .
O=C(Cc1cccs1)NCc1ccccc1Br | -1.9 | -11.3% | -6.5 | -4.7% | -3.2% | 4.0% | -3.6% | 1.9 | 2.0
CN(c1ccccc1)P(=O)(N(C)c1ccccc1)N(C)c1ccccc1 | -0.1 | -23.9% | ? | 1.5% | -11.5% | ? | 0.0% | -4.6 | -9.2
CC1CCCCN1C(=O)c1ccc2c(c1)N(Cc1ccc(Cl)cc1)C(=O)c1ccccc1S2=O (stereo unspecified) | . | 1.3% | . | -5.7% | . | -15.9% | . | -1.5 | .
Cc1cc(C)c(NC(=O)CS(=O)CC(=O)N2CCN(c3cccc(C)c3C)CC2)c(C)c1 (stereo unspecified) | 0.1 | -5.6% | -1.1 | 7.8% | -3.0% | ? | 4.5% | 2.5 | -3.0
CCOCCN(C(=O)c1ccccc1Cl)c1ccccc1 | -4.2 | -8.5% | 9.4 | 0.8% | 5.3% | -16.1% | 1.1% | 8.0 | 0.1
Cc1nn(-c2ccccc2)c(Cl)c1/C=N\NC(=O)c1cnccn1 | -3.1 | 18.0% | -0.8 | 1.6% | -12.9% | 11.8% | 8.7% | -0.9 | -2.9
CC(CNS(=O)(=O)c1ccc2c(c1)NC(=O)CCS2)c1ccccc1 (stereo unspecified) | -2.7 | -7.8% | -2.5 | -1.3% | -4.8% | ? | -2.6%[57.1 µM] | 13.6 | 2.4
C=CCc1c(C)nn(CC(=O)O)c1-c1ccccc1 | 0.1 | -6.2% | 36.7 | -2.2% | 1.0% | 5.6% | 11.6% | 3.1 | -2.6
CC(=O)Nc1cccc(OCc2cnc(Cl)s2)c1 | -0.7 | -20.4% | -7.6 | 10.6% | -2.9% | -3.6% | 7.5% | 13.4 | -2.2
CCCCNS(=O)(=O)c1ccc(Br)cc1N1CCC[C@H]1CO | -0.2 | 0.3% | -1.2 | 3.3% | -8.3% | ? | -2.4% | 5.3 | -1.5
COc1ccc(C2(O)CC3CCC(C2)N3c2cc(C)nc(-c3ccccc3)n2)cc1 (stereo unspecified) | -2.9 | ? | -27.3 | 0.7% | -6.1% | ? | -13.8% | -21.0 | .
COCc1cc(=O)n2[nH]c(-c3ccccc3)cc2n1 | -0.1 | -7.1% | 0.0 | -5.4% | -3.4% | 21.1% | -12.9% | -3.4 | 1.1
CCOC(=O)c1ccc(N2C(=O)C(O)=C(C(C)=O)C2c2ccccn2)cc1 (stereo unspecified) | -1.6 | -0.4% | -13.2 | -5.9% | -6.3% | -13.8% | -7.9% | 6.4 | -4.8
COC(=O)c1ccccc1NC(=O)c1ccc2c(c1)CC(C)O2 (stereo unspecified) | 2.2 | 24.3% | 16.6 | 16.8% | -2.9% | 7.6% | -19.3% | 25.6 | 0.8
COc1cccc(NC(=O)c2ccnc(N3CCC(C(=O)NCc4ccccc4OC)CC3)c2)c1 | -1.2 | 23.4% | 2.5 | 6.0% | -9.8% | 6.8% | -2.9% | 1.6 | -0.1
CNc1ccccc1-n1ccc(-c2ccccc2)n1 | 2.4 | 11.5% | -11.8 | 1.8% | -8.0% | ? | -8.0% | -4.7 | 7.7
